p97 inhibitor – inhibitors of human p97 ATPase, primary screen, biochemical; Transitional endoplasmic reticulum ATPase (Homo sapiens), P55072; recombinant p97 ATPase, Kinase-Glo ATP luminescence, 3 h; inhibition, % at 8 µM; 220,000 tested, 0.42% active; AID 1481, 2009; in the data active means inhibition above about 15%;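 further: 0% = DMSO vehicle and 100% = wells lacking enzyme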
Runt-CBFb FRET – inhibitors of RUNX1 Runt–CBFb binding, primary screen, biochemical, FRET, Cerulean-Runt, Venus-CBFb, uHTS; Cerulean-Runt/Venus-CBFb FRET ratio 530/480, 1 h; Runt-related transcription factor 1 (Homo sapiens) + Core-binding factor subunit beta …; 220,000 tested, 0.46% active; inhibition, % at 20 µM;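 active means inhibition over about 50% at 20 µM in the single-dose screen, limit read from the data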;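 further: 0% = DMSO wells and 100% = excess unlabeled CBFb competitor control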
Target sequence (Q01196 whole entry, looked up): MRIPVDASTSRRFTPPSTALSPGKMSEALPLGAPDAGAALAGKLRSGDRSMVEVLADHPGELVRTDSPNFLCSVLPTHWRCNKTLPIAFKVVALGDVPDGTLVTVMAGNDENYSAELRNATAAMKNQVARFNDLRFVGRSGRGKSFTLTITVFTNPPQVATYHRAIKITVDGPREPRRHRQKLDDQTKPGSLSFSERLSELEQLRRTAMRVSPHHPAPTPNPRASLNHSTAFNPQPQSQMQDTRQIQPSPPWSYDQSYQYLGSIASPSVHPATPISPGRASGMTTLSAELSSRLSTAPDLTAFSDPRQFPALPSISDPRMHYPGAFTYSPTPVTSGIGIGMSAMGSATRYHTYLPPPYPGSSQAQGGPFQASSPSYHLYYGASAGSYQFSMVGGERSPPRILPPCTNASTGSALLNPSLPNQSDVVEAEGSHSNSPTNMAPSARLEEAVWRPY
Target sequence (Q13951 whole entry, looked up): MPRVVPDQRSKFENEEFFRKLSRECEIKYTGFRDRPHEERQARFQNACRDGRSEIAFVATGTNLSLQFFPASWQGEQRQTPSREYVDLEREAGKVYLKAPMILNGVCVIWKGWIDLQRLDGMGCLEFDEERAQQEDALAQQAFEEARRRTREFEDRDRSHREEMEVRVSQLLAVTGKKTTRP
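Schedule: protein complex preformed 1 h, compound exposure 1 h, room temperature, dark; test system: Cerulean-labeled Runt domain protein; amount: 100 nM per protein; buffer or medium: Tris 50 mM pH 7.5, KCl, K2SO4, 0.01% BSA; read-out: loss of energy transfer signal; detection: FRET fluorescence; controls: 5 µM unlabeled CBFb as full-inhibition high control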
NCF1 inh – p47phox/p22phox peptide binding inhibitors, primary screen, biochemical, uHTS, NADPH oxidase regulatory subunit; Neutrophil cytosol factor 1 (Homo sapiens), P14598; fluorescence polarization, 2 h; inhibition, % at 24.7 µM; 220,000 tested, 0.53% active; AID 1274, 2008;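 active means inhibition above about 30%, limit read from the data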;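 further: 0% = p47phox with labelled peptide and 100% = labelled peptide alone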
m-calpain inh – inhibitors of pig calpain II, primary screen, biochemical, fluorogenic peptide substrate, 1536-well | purified calpain II, 30 min | inhibition, % at 16 µM | 220,000 tested, 0.37% active;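 active means inhibition above about 50%, limit read from the data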
Runt-SMMHC FRET – inhibitors of RUNX1 Runt–CBFb-SMMHC binding, primary screen, biochemical, FRET, Cerulean-Runt, Venus-CBFb-SMMHC, uHTS; Runt-related transcription factor 1 (Homo sapiens) + Core-binding factor subunit beta …; Cerulean-Runt/Venus-CBFb-SMMHC FRET ratio 530/480, 1 h; 220,000 tested, 0.74% active; inhibition, % at 20 µM;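 active means mean inhibition across duplicate retests at 20 µM reaching about 50%, limit read from the data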;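 further: 0% = DMSO wells and 100% = wells with excess untagged CBFb-SMMHC; inhibitors lower the FRET ratio by blocking Runt binding to CBFb-SMMHC; some results filed as inactive read as strong as hits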
RBBP9 inhibitor – human RBBP9 inhibitors, primary screen, biochemical, fluorescence polarization, FP-Rh probe, HTS. recombinant RBBP9. Serine hydrolase RBBP9 (Homo sapiens), O75884. 220,000 tested, 0.2% active. inhibition, % at 7.94 µM;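 active means inhibition above the campaign mean of all tested compounds plus 3 SD, cut at about 14% in these data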;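 further: plate controls were DMSO wells with RBBP9 for no effect and wells lacking RBBP9 protein for full effect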
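Test system: recombinant human RBBP9; Timing: 30 min then 45 min, 25 °C; Detection: fluorescence polarization; Control set: RBBP9 with DMSO as uninhibited control, no-protein wells as full inhibition; Compound dosing: one concentration, 7.94 µM nominal, 0.794% DMSO; Probe or stimulus: FP-Rh activity-based probe, 375 nM before mixing.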
Tb hexokinase – Trypanosoma brucei hexokinase 1 inhibitors, primary screen, biochemical, G6PDH-coupled NADH absorbance, MLSCN library. recombinant TbHK1, G6PDH-coupled NADH A340. inhibition, % at 10 µM. 220,000 tested, 0.11% active;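 active means inhibition of 50% or more in the single-dose primary screen; inactive means inhibition below 50%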
EBV gp42 block – Epstein-Barr virus gp42 inhibitors, primary screen, biochemical, uHTS, fluorescence polarization. Glycoprotein 42 (Epstein-Barr virus (strain AG876)), Q1HVG2. Fluorescence polarization binding assay, mP read-out. inhibition, % (tested at 21.74 µM). 220,000 tested, 0.42% active. AID 1085, 2008; in the data active means inhibition above about 50%
Target sequence (Q1HVG2 whole entry, looked up): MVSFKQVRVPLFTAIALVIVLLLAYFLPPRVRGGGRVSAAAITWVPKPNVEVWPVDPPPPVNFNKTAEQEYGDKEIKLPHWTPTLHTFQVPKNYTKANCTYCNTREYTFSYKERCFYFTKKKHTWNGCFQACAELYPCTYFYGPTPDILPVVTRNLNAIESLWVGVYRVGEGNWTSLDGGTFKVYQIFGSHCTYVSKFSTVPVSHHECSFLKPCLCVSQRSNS
Furin inh – human furin inhibitors, primary screen, biochemical, fluorescence intensity | 220,000 tested, 0.061% active | inhibition, % at 30 µM | P09958 | AID 463115, 2010 | purified furin, fluorogenic substrate cleavage; in the data active means inhibition above about 25%; further: inactives centre near -15
* hit, by the source's call; i = inactive; . = no result given; [ ] = dose if it differs, or a comment.

RBBP9 inhibitor	Runt-CBFb FRET	Tb hexokinase	Runt-SMMHC FRET	m-calpain inh	SMILES	NCF1 inh	EBV gp42 block	Furin inh	p97 inhibitor
-6	0	5	0	-1	CN1CCCC(C(=O)C(C#N)c2ccccc2)C1 (stereo not drawn)	1	-33	-31	6
-7	1	-42	-1	-1	COc1ccc(/C=C2\N=C3CCCN3C2=O)cc1	-2	-3	-2	2
-5	0	-5	1	-19	COc1cc(CC(=O)NCC2COc3ccccc3O2)cc(OC)c1OC (stereo not drawn)	0	1	-26	0
.	2	-4	-4	-5	CNC(=O)c1ccsc1NC(=O)CN1C(=O)CCC1=O	-4	-1	-10	.
-11	-5	-8	-7	-14	N/C(=N\OC(=O)COc1ccc2ccccc2c1Br)c1ccccn1	-19	0	-20	-4
-1	4	-8	2	-180	Cc1ccc(Cc2cnc(N)s2)o1	2	-13	-8	8
-7	-1	5	-2	6	Cc1cccc(NC(=S)N2CCC(O)CC2)c1C	-5	-2	-14	-3
1	1	-1	-2	50*	CC(C)(C)c1ccc(C(=O)Nc2cccc([N+](=O)[O-])c2)cc1	-3	14	-21	-1
-6	-1	-33	5	-37	CCN(CC)c1ccc(/C=N/n2c(C)cc(C)cc2=O)cc1	-9	4	-3	0
6	2	-11	-8	13	NC(=O)c1ccc(NC(=O)COC(=O)c2ccc([N+](=O)[O-])cc2)cc1	-11	-10	-11	10
-4	-1	-1	-3	-10	CSCCOC(=O)C1=C(C)NC(=O)CC1c1ccccc1Cl (stereo not drawn)	-3	-25	-18	0
-11	2	-10	-6	4	Cc1c(C)[n+](=O)c(-c2ccc(Br)cc2)c(C)n1[O-]	-11	-10	-14	7
-6	-4	0	1	-20	C/C(=N\NC(=O)c1cccc(Br)c1)c1cccc(NC(=O)c2ccc(C)o2)c1	-35	0	-24[20 µM]	3
-4	-1	-17	2	1	Cn1cnnc1Sc1ccc(C(=O)OCC(=O)NCC(F)(F)F)cc1[N+](=O)[O-]	-10	-19	-12	7
-2	-11	-14	-7	4	CCOC(=O)c1c(NC(=O)CN2CCN(C(=O)c3ccco3)CC2)sc2c1CCCC2	-10	-10	5[20 µM]	0
-3	1	23	0	3	O=C(NCc1cccnc1)c1ccccc1[N+](=O)[O-]	-13	-7	-26	2
-4	1	5	11	9	O=C(O)c1cccc(-n2nnnc2SCc2ccccn2)c1	0	-17	-9[20 µM]	5
-22	0	-4	5	8	Cc1ccc(-c2csc(NC(=O)C3CCN(S(=O)(=O)c4cccs4)CC3)n2)cc1	-32	-10	-23	2
-11	3	0	-1	-30	CCOc1ccc(C(=O)CSc2nnc3ccccn23)cc1	-10	-2	-5[20 µM]	-4
7	0	-12	-5	-19	CCOC(=O)c1sc(NC(=O)CSc2nccc(C)n2)c(C#N)c1C	-7	1	-29[20 µM]	-2
-4	1	30	0	-3	O=C(NN1C(=O)C2C3C=CC(C4CC34)C2C1=O)c1cccc(Cl)c1 (stereo not drawn)	-4	7	-13	4
-18	0	2	-13	-20	O=C(CN1C(=O)NC(c2ccccc2)(c2ccccc2)C1=O)c1c[nH]c2ccccc12	-59	-9	-23	7
-7	1	-9	2	15	CCCN(CCC)c1c([N+](=O)[O-])c(=O)oc2ccccc12	-15	-4	-9	-1
-8	2	-14	-2	25	COc1ccc(C(=O)NC(=S)N2CCCCC2)cc1	-1	-14	-4[20 µM]	-7
.	0	.	-2	-4	C1=C(CCNc2ncnc3c2cnn3-c2ccccc2)CCCC1	3	-3	.	.
.	2	-7	2	-7	COc1ccc(NC(=O)c2nc[nH]c2C(=O)N[C@@H](C)c2ccccc2)cc1	-20	-14	-23	.
-9	1	0	0	-2	CCCN1CCN(CCCNC(=O)Cn2cc3c(n2)CCCC3)CC1	1	-15	-13	-3
-7	2	-16	3	-225	COc1ccc(O)c(C(=O)CC(=O)c2ccc(F)cc2)c1	-10	13	-21	-3
-6	0	0	3	12	CSc1c(CC(=O)Nc2ccccc2)n(Cc2ccccc2)c2ccccc12	-10	6	-14	-2
-8	.	6	.	.	CCN(CC)CC#CC(C)(C)OC(C)=O	.	.	-29[20 µM]	-1
-12	0	-7	-7	25	CC(/C=C1\SC(=Nc2cccnc2)NC1=O)=C\c1ccccc1	-45	5	-20	3
-4	-1	6	-4	i	CC(Oc1ccc2oc(-c3ccccc3)c(C(=O)O)c2c1)C(=O)O (stereo not drawn)	-15	-2	-8[20 µM]	-2
-11	-1	-19	-6	16	CNc1c(N)c(=O)oc2ccccc12	0	-8	-10	3
-4	1	-9	2	18	NC1=NC(=O)/C(=C/c2cn(Cc3ccccc3)c3ccccc23)S1	-52	-25	-8	8
-5	-2	-8	0	15	CCCCCn1c(C(C)NC(=O)CCC)nc2ccccc21 (stereo not drawn)	6	3	-21	-8
-10	-2	-12	-1	-12	O=C(CC1(O)C(=O)Nc2ccc(Br)cc21)c1ccc2c(c1)OCO2 (stereo not drawn)	-9	-19	-22	1
0	1	-1	-7	-49	CC1=C(C(=O)OC(C)C)C(c2ccco2)NC(=O)N1 (stereo not drawn)	-8	-1	0[20 µM]	3
-11	0	-2	1	-18	COCCOc1ccc(C(F)(F)F)cc1NC(=O)c1ccc(C)cc1	-20	-18	-18	0
-7	0	-10	-2	4	CN(Cc1ccccc1)C(=O)CSc1cc(=O)n(C)c2ccccc12	15	11	-11	0
1	0	0	-1	26	O=C(NCCO)C(=O)c1c(-c2ccc(Cl)cc2)cc2ccccn12	-4	-13	3	-4
-9	0	-6	-3	-54	COc1nc(-c2ccccc2)c2c(c1C#N)CC(C)(C)OC2	-11	-4	9[20 µM]	-3
-11	1	-12	-3	24	O=C(Nc1nc2c(s1)CCc1ccccc1-2)c1ccco1	-20	-13	5[20 µM]	-8
-4	0	-8	-1	-14	Cc1ccc(C(=O)N2NC(c3ccccc3F)C3C(=O)N(c4cccc(C)c4)C(=O)C32)cc1 (stereo not drawn)	0	-2	-13	1
-10	-14	-17	0	-28	CCCC1=NN2C(=N)/C(=C\c3cc(C)n(Cc4ccccc4)c3C)C(=O)N=C2S1	-28	-15	-9	-8
-13	-1	-3	-4	4	Cc1ccc(N2CCN(C(=O)Nc3cccc([N+](=O)[O-])c3)CC2C)cc1 (stereo not drawn)	-14	-7	-21	4
-5	1	-13	-7	-8	COc1ccc(C2=NOC(C(=O)NCCCn3ccnc3)C2)cc1 (stereo not drawn)	-10	-15	-21[20 µM]	1
3	-1	-11	-6	-39	COc1cc2c(cc1NC(=O)c1cc(-c3ccncc3)nc3ccccc13)oc1ccccc12	-21	-11	-11	6
-8	13	-13	-8	19	O=C(CN1CCC(C(=O)O)CC1)Nc1ccccc1Oc1ccccc1	6	-11	3	8
-8	0	6	4	10	Cc1ccc(Nc2nnc(SCC(=O)NC3CCCc4ccccc43)s2)cc1 (stereo not drawn)	-8	-1	-29	-1
-13	0	-18	0	13	C=CCn1cccc(C(=O)Nc2ccc(OC)cc2)c1=O	-12	-8	-16	2
-7	3	-39	1	-87	Cc1ccc(OCc2ccc(C(=O)Nc3nc4ccccc4n3Cc3ccccc3)o2)c([N+](=O)[O-])c1	32*	23	-25[20 µM]	-1
-2	-2	40	-7	5	COC(=O)C1=C(C)N(c2ccc(Br)cc2)C(=O)/C1=C\c1ccco1	1	7	-10	-7
-6	0	1	1	5	c1ccc(CN2C3=NCCCN3c3ccccc32)cc1	-12	-16	-27[20 µM]	4
-5	2	-7	2	-111	CCCC(C)C(=O)Nc1nc(C)c(-c2csc(Nc3ccc(Cl)cc3)n2)s1 (stereo not drawn)	-63	-9	-14[20 µM]	-2
-5	-8	-7	-5	33	CCCN1Cc2cccc(C(=O)NC(CC(=O)OCC)c3ccc(C)cc3)c2C1=O (stereo not drawn)	-1	6	-15	-5
-7	2	-4	-3	-18	CC(C)n1c(SCC(N)=O)nc2c1c(=O)[nH]c(=O)n2C	1	3	-10	1
-13	7	-13	8	-4	COc1cc(Br)c(C2C(C#N)=C(N)Oc3n[nH]c(-c4cccnc4)c32)cc1OC (stereo not drawn)	-11	-3	-1	2
-4	-1	-3	5	17	CC1CCc2nc(NC(=O)CN3CCN(c4ccccc4)CC3)sc2C1 (stereo not drawn)	-8	-6	-24	1
7	-34	-21	-115	-49	O=[N+]([O-])c1ccc(-c2ccc(/C=N/Nc3nc(N4CCCC4)nc(N4CCCC4)n3)o2)cc1	-4	-48	-27	4

NCF1 inh, hit marks shown above
RBBP9 inhibitor	Runt-CBFb FRET	Tb hexokinase	Runt-SMMHC FRET	m-calpain inh	SMILES	NCF1 inh	EBV gp42 block	Furin inh	p97 inhibitor
-7	3	-39	1	-87	Cc1ccc(OCc2ccc(C(=O)Nc3nc4ccccc4n3Cc3ccccc3)o2)c([N+](=O)[O-])c1	32*	23	-25[20 µM]	-1

Some of the entries so far, as tab-separated lines.
SMILES	RBBP9 inhibitor	Runt-CBFb FRET	Tb hexokinase	Runt-SMMHC FRET	m-calpain inh	NCF1 inh	EBV gp42 block	Furin inh	p97 inhibitor
Cc1ccc(Nc2nnc(SCC(=O)NC3CCCc4ccccc43)s2)cc1 (stereo not drawn)	-8	0	6	4	10	-8	-1	-29	-1
C=CCn1cccc(C(=O)Nc2ccc(OC)cc2)c1=O	-13	0	-18	0	13	-12	-8	-16	2
Cc1ccc(OCc2ccc(C(=O)Nc3nc4ccccc4n3Cc3ccccc3)o2)c([N+](=O)[O-])c1	-7	3	-39	1	-87	32*	23	-25[20 µM]	-1

High-throughput results (PubChem BioAssay)

Not a hit list; about 2.7% have a hit in one of these screens.
